Screening results as filed in PubChem BioAssay.
GPR151 activ: human GPR151 activation; 650,000 compounds, 1% hits; AID 1508602; Q8TDV0; activation, % at 11.2 µM; PathHunter beta-arrestin GPR151 cells, luminescence; in the data active means activation above about 4.9%;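 further: 0% = median of compound wells and 100% = cells with positive control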
Target sequence (Q8TDV0 whole entry, looked up): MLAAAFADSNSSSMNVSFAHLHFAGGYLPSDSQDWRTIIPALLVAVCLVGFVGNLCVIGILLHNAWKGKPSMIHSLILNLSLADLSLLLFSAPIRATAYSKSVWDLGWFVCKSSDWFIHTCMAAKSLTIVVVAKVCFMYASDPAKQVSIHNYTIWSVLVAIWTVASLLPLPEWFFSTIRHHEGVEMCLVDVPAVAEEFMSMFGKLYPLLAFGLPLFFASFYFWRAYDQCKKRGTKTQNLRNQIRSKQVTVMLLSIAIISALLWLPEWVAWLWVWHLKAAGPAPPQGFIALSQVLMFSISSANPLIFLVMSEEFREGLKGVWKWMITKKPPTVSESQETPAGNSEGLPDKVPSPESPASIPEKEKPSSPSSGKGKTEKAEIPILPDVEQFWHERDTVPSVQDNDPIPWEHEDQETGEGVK
FBW7 activator: human FBW7 E3 ligase activation, primary screen | normalized activity (activation), % at 26.1 µM | AID 1259310 | AlphaScreen FBW7–phospho-cyclin E peptide binding, activator screen | 650,000 compounds, 0.13% hits | Q969H0; in the data active means normalized activity above about 1.9%;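 further: purified mutant Fbw7 with reduced substrate affinity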
TEAD-YAP block: TEAD-YAP interaction inhibition; HEK-TIYL cells, TEAD-Gal4/YAP UAS-luciferase luminescence; inhibition, % at 9.12 µM; 640,000 compounds, 1.4% hits; AID 1259422; in the data active means inhibition above about 32%;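 further: 0% = median of test compound wells and 100% = reference inhibitor wells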
MITF inh: inhibitors of human MITF; AlphaScreen MITF homodimerization, bead proximity signal; inhibition, % at 2.6 µM; 650,000 compounds, 0.91% hits; AID 1259374; in the data active means inhibition above about 50%;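 further: 0% = vehicle wells with protein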
Target sequence (O75030 whole entry, looked up): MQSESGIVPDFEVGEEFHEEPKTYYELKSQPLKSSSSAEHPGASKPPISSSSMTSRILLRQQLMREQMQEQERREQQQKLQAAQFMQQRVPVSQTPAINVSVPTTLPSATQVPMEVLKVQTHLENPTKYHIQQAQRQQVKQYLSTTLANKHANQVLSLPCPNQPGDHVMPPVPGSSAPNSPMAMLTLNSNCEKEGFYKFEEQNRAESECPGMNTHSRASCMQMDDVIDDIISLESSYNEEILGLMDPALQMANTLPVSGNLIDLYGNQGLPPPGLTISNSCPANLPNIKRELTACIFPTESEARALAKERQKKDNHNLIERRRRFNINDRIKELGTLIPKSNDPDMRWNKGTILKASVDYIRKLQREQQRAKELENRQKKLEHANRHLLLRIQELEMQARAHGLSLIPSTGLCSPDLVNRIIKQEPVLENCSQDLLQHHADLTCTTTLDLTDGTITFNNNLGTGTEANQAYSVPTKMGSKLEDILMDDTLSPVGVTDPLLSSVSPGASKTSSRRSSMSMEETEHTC
* marks the source's active call; other numbers are inactive results; . = no result given.

The opening 15 compounds (preview)
SMILES	GPR151 activ	FBW7 activator	TEAD-YAP block	MITF inh
COC(=O)c1cc(NC(=O)c2oc(=O)c3ccccc3c2-c2ccc(C)cc2)cc(C(=O)OC)c1	-1.1	-0.1	0	0
Cc1nc(NCC2CC2)sc1-c1ccn(-c2cccc(F)c2)n1	5.8*	-0.1	9	0
Cc1ccc(CN2CCN3C(=O)[C@H](Cc4cnc[nH]4)NC(=O)[C@H]3C2)s1	0.4	0.0	2	12
COC(=O)CNC1CC(=O)N(c2ccc(C(=O)OC)cc2)C1=O (centres undefined)	-1.2	-0.1	-4	-13
CC1=C(C(=O)OC2CCCC(C)C2)C(c2ccccc2Br)NC(=O)N1 (centres undefined)	3.5	0.1	9	11
Cc1ccccc1OCC(=O)NC(=S)NNC(=O)c1ccc([N+](=O)[O-])cc1	-0.6	0.5	6	13
C=CCOc1ccc(Cl)cc1CNCCO	-1.1	0.1	7	7
C=CCOc1ccc(C2Nc3ccccc3-c3nnc(SCCC)nc3O2)cc1 (centres undefined)	1.3	-0.1	-45	-16
CCOc1cc(C2C(C#N)=C(N)Oc3n[nH]c(C)c32)ccc1OC(C)C (centres undefined)	0.0	0.0	7	13
Cc1cccc(/C=N/NC(=O)c2nnn(-c3nonc3N)c2C)c1	-1.3	0.1	14	13
COc1ccc(-c2nc3c(C#N)c[nH]n3c2NCCC(C)C)cc1	0.0	0.1	-16	9
CCOc1ccccc1NC(=O)C(=O)NC1CCC(C)CC1 (centres undefined)	-0.7	-0.1	2	8
O=C(Nc1ccc2nc(NC(=O)c3ccc(Br)cc3)sc2c1)c1ccc(Br)cc1	0.4	0.0	-12	11
CN1C(=O)CC(c2ccccc2[N+](=O)[O-])C2=C1CC(C)(C)CC2=O (centres undefined)	-1.6	0.2	10	13
COC(=O)c1cccc(-n2cnnn2)c1	0.4	0.0	-6	0

This part in full, from the start:
SMILES	GPR151 activ	FBW7 activator	TEAD-YAP block	MITF inh
COC(=O)c1cc(NC(=O)c2oc(=O)c3ccccc3c2-c2ccc(C)cc2)cc(C(=O)OC)c1	-1.1	-0.1	0	0
Cc1nc(NCC2CC2)sc1-c1ccn(-c2cccc(F)c2)n1	5.8*	-0.1	9	0
Cc1ccc(CN2CCN3C(=O)[C@H](Cc4cnc[nH]4)NC(=O)[C@H]3C2)s1	0.4	0.0	2	12
COC(=O)CNC1CC(=O)N(c2ccc(C(=O)OC)cc2)C1=O (centres undefined)	-1.2	-0.1	-4	-13
CC1=C(C(=O)OC2CCCC(C)C2)C(c2ccccc2Br)NC(=O)N1 (centres undefined)	3.5	0.1	9	11
Cc1ccccc1OCC(=O)NC(=S)NNC(=O)c1ccc([N+](=O)[O-])cc1	-0.6	0.5	6	13
C=CCOc1ccc(Cl)cc1CNCCO	-1.1	0.1	7	7
C=CCOc1ccc(C2Nc3ccccc3-c3nnc(SCCC)nc3O2)cc1 (centres undefined)	1.3	-0.1	-45	-16
CCOc1cc(C2C(C#N)=C(N)Oc3n[nH]c(C)c32)ccc1OC(C)C (centres undefined)	0.0	0.0	7	13
Cc1cccc(/C=N/NC(=O)c2nnn(-c3nonc3N)c2C)c1	-1.3	0.1	14	13
COc1ccc(-c2nc3c(C#N)c[nH]n3c2NCCC(C)C)cc1	0.0	0.1	-16	9
CCOc1ccccc1NC(=O)C(=O)NC1CCC(C)CC1 (centres undefined)	-0.7	-0.1	2	8
O=C(Nc1ccc2nc(NC(=O)c3ccc(Br)cc3)sc2c1)c1ccc(Br)cc1	0.4	0.0	-12	11
CN1C(=O)CC(c2ccccc2[N+](=O)[O-])C2=C1CC(C)(C)CC2=O (centres undefined)	-1.6	0.2	10	13
COC(=O)c1cccc(-n2cnnn2)c1	0.4	0.0	-6	0
O=C(Oc1ccccc1Cl)c1cc2ccccc2oc1=O	3.6	-0.1	0	3
CCCCNc1c(N)n(CC(C)C)c(=O)[nH]c1=O	-0.3	0.0	2	1
O=C(c1ccccc1[N+](=O)[O-])N1CCN(c2ccc(Cl)cc2)CC1	1.1	-0.4	4	-6
COC(=O)n1c(=O)oc2cc(S(=O)(=O)N3CCCCC3)ccc21	0.7	0.1	-2	8
CCCCOC(=O)Nc1ccc(C(C)=O)cc1	-0.4	0.0	-75	-5
CC(C)c1ccc(NC(=O)c2ccc(F)c(S(=O)(=O)N3CCc4ccccc43)c2)cc1	2.4	0.2	0	23
COc1ccc(C(=O)NCc2nnc(SCC(=O)N3N=C(c4cccs4)CC3c3ccc(F)cc3)n2C)cc1 (centres undefined)	-0.7	0.2	18	10
COc1ccc(-c2nc(-c3nonc3N)no2)cc1	-2.0	0.0	-31	8
O=c1c2cc(Cl)ccc2[nH]c(=S)n1Cc1cccs1	0.1	0.0	-9	5
CC(C)c1ccc(OCC(=O)O/N=C(\N)Cc2ccc([N+](=O)[O-])cc2)cc1	-1.7	-0.1	-2	-10
CCC(=O)Nc1nc2c(s1)C(=O)CC(C(=O)NCc1ccco1)C2 (centres undefined)	0.1	0.1	4	33
CCC(=O)N1CCN(c2ccc(NC(=O)c3ccco3)cc2)CC1	5.4*	0.1	-17	12
Cc1nc(Oc2ccc(F)cc2)c(C(N)=O)c(C)c1Cl	-0.6	-0.1	0	-1
O=C(NCCc1ccc(Cl)cc1)C12CC3CC(CC(C3)C1)C2	-0.3	0.3	2	7
Cc1cccc(NS(=O)(=O)c2cccc(C#N)c2)c1C	4.0	-0.1	2	-6
Cc1ccc2c(c1)nnn2C1CCN(C(=O)c2ccccc2)CC1	0.5	-0.1	8	-1
OC1(c2cccs2)C[N+]2=C(SCC2)N1c1ccccc1 (centres undefined)	-1.1	-0.1	3	6
Cc1cc(Cl)c(S(=O)(=O)NCC2CCCO2)cc1OCC(N)=O (centres undefined)	0.2	0.1	0	-21
COC(=O)Nc1ccc(OCc2ccccc2)cc1	-5.6	-0.1	-54	7
CCOC(=O)OC[C@H]1O[C@H](c2cc(C)cc(C)c2)C=C[C@@H]1OC(=O)OCC	1.1	-0.1	.	0
Cc1ccc(N2CC(c3nc4ccccc4n3C)CC2=O)c(C)c1 (centres undefined)	0.6	0.1	7	-3
CC(=O)C1=NN(c2ccc(Cl)cc2)C(c2cccs2)N1c1ccc(C)cc1 (centres undefined)	0.4	0.3	-10	-17
CC(C)c1ccc(/C=N/Nc2ncnc3nc[nH]c23)cc1	-0.2	-0.2	52*	7
COc1ccc(C(=O)N/N=C/c2ccc3cccc(O)c3n2)cc1	0.1	-0.1	-2	5
CCc1cc(CNC(=O)CC2C(=O)NCCN2Cc2ccccc2C(F)(F)F)on1 (centres undefined)	0.5	0.1	0	-9
COc1cn(CC(=O)Nc2ccccc2F)c(CSc2ccc(F)cc2)cc1=O	3.5	0.1	18	3
COc1ccc(Nc2nc(CC(C)=O)ns2)cc1OC	1.4	-0.1	-8	9
O=C(NCCO)c1cc(Cl)nc2ccccc12	2.5	0.0	7	4
COC(=O)c1c2c(c3ccccc3c1-c1ccccc1)OC(c1ccc(OC)cc1)(c1ccc(OC)cc1)C=C2	-0.9	0.0	3	-9
CCn1c(=O)n(CC(=O)Nc2c(C)nn(C)c2C)c2cccnc21	0.1	-0.2	-8	4
COc1ccccc1-c1c(Nc2ccccc2C)oc2c1c(=O)n(C)c(=O)n2C	-0.7	-0.9	2	11
COc1ccc(S(=O)(=O)c2cn(C)c3cc(N4CCCCC4)c(F)cc3c2=O)cc1	-0.6	0.2	9	1
COc1ccc(OC)c(NC(=S)NCC(c2cccnc2)N2CCOCC2)c1 (centres undefined)	-0.3	0.0	0	15
CC(C)=CCN1CCN(Cc2cnc(N(C)C)s2)CC1CCO (centres undefined)	1.7	-0.1	-4	5
CCOc1ccc(NC(=O)c2ccc(N3CC4CC(C3)c3cccc(=O)n3C4)c(NC(=O)c3cccs3)c2)cc1 (centres undefined)	-0.1	0.0	18	4

Carrying on.
SMILES	GPR151 activ	FBW7 activator	TEAD-YAP block	MITF inh
NC(=O)C1CC12c1ccccc1-c1ccccc12 (centres undefined)	0.4	0.0	-8	7
Cc1ccc(C(=O)O/N=C(\N)c2ccncc2)c(C)c1	-6.9	0.3	-29	9
CCOC(=O)c1cccc(NC(=O)CCN2C(=O)c3ccccc3C2=O)c1	-0.4	0.0	0	6
CC1CCCN(c2ccc(C(N)=O)cc2[N+](=O)[O-])C1 (centres undefined)	0.7	-0.3	8	5
COc1cccc(NC(=O)c2ccc(CNc3c(NC4CCCCC4)c(=O)c3=O)cc2)c1	0.3	-0.2	1	-2
Cn1c(Nc2nc(Nc3ccccc3)c3[nH]cnc3n2)nc2ccccc21	0.2	-0.2	-3	-2
O=C1c2ccccc2C(=O)N1/N=C/c1ccco1	1.2	-0.2	0	5
COc1cccc(CNS(=O)(=O)c2ccc3[nH]c(=O)ccc3c2)c1	0.3	0.2	-7	16
CC1=NN(c2ccc(Cl)c(C(=O)O)c2)C(=O)C1c1cn[nH]c1-c1ccccc1 (centres undefined)	0.1	-0.6	6	-7
CC(C)N(C(=O)COC(=O)c1cc(Cl)ccc1Cl)C(C)C	-0.5	0.2	0	-5
CCOC(=O)C1(Cc2ccccc2)CCN(S(=O)(=O)c2ccsc2)CC1	-2.4	-0.1	-10	-23
O=C(NCCSc1ccccc1)c1cccc(Cl)c1	-1.0	0.1	-76	-11
COc1cc(-c2nnc(N)o2)ccc1OCc1ccc(Cl)cc1Cl	-0.9	1.0	-12	13
COC[C@H]1CCCN1C(=O)c1c(C)nc2sccn12	1.5	0.2	3	20
Cc1ccc(C(=O)c2sc3nc(-c4ccccc4)cc(-c4ccccc4)c3c2N)cc1	0.4	0.1	-1	-19
CC1=NN(C(=O)c2c(Br)c(C)nn2C)C(O)(C(F)(F)F)C1 (centres undefined)	-0.6	0.8	19	15
C=CCNC(=S)N/N=C/c1ccc(N(C)C)cc1	-0.7	-0.2	-42	-10
CC1CCc2nc(NC(=O)c3cc(Cl)sc3Cl)sc2C1 (centres undefined)	-0.6	0.1	-45	2
COC(=O)c1ccc2c(c1)C(=O)/C(=C/c1ccc(SC)cc1)O2	4.4	0.0	3	-5
Cc1cc(C(=O)Nc2cccc(-c3nc4ccccc4o3)c2)n(C)n1	2.4	0.1	20	14
O=c1c(=O)n(Cc2cccc(F)c2)ccn1Cc1ccccc1	-1.3	-0.1	11	-4
CC(=O)Oc1ccc2c3c(c(=O)oc2c1)CCC3	-0.5	-0.1	0	7
COc1cc(C2=N/C(=C/c3ccccc3[N+](=O)[O-])C(=O)O2)cc(OC)c1OC	-0.3	0.0	6	0
Cn1cc(CNC(=O)CC2C(=O)NCCN2Cc2ccccc2C(F)(F)F)cn1 (centres undefined)	-1.2	0.1	2	21
Cc1c(C(=O)NCc2cccnc2)sc2ncnc(N3CCN(c4ccccn4)CC3)c12	0.4	-0.1	35*	5
Cc1ccc2onc(CC(=O)Nc3cccc(Cl)c3)c2c1	0.7	0.2	-8	8
O=C(c1ccc(S(=O)(=O)N2CCCC2)cc1)N1CCc2ccccc21	-1.5	-0.3	-5	6
O=C(Nc1ccccc1)Nc1ccc(S(=O)(=O)Nc2ccc(F)cc2)cc1	0.5	0.0	13	5
Cc1ccc(Nc2ccc(C(=O)N3CCCC3)cn2)cc1	1.1	-0.1	-13	-5
Cc1cccc(OCC(=O)Nc2ccc(N(C)C)cc2)c1	-0.6	0.6	-33	27
O=C(NCC(c1ccccc1)c1ccccc1)c1cnccn1	0.2	-0.1	-8	-15
CC1=C(C(=O)NC2CCCCC2C)C2(CCCCC2)OC1=O (centres undefined)	1.0	-0.1	1	9
COc1cccc(NC(=O)CCS(=O)(=O)c2ccc3c(c2)CC(C)N3C(=O)C2CC2)c1 (centres undefined)	4.0	0.0	0	-4
Cc1ccc(S(=O)(=O)NS(=O)(=O)CCCCCl)cc1	-1.0	0.4	4	19
CCSCCOC(=O)C1=C(C)NC2=C(C(=O)C(C(=O)OC)C(C)C2)C1c1ccc([N+](=O)[O-])cc1 (centres undefined)	-1.3	0.2	5	11
CC(=O)Nc1ccc(S(=O)(=O)N2CCN(C(=O)COc3ccc(Br)cc3)CC2)cc1	0.5	-0.1	3	32
COc1ccc(C(=O)Nc2cc(C(F)(F)F)ccc2N2CCCCC2)cc1OC	-0.5	0.0	9	-1
O=C(CN1CCN(CC(=O)Nc2ccc(F)cc2F)CC1)Nc1ccc(F)cc1	-2.4	0.3	3	14
CN1C(=O)C(C)(C)c2cc(S(=O)(=O)N(C)Cc3ccccc3)ccc21	-1.4	0.0	-10	-10
Cc1c(Cl)cccc1NC(=O)CCN1C(=O)c2cccc([N+](=O)[O-])c2C1=O	-0.7	-0.3	-7	-10
CC(C)c1ccc(-c2nn(-c3ccccc3)c(=O)c3ccccc23)cc1	5.2*	0.0	2	-6
O=C(Nc1ccc(Cl)cc1)C1CC(=O)N(c2ccccc2F)C1 (centres undefined)	1.1	0.1	-2	10
CN1CCN(c2nc(-c3cccs3)cs2)CC1	0.0	0.0	-28	-8
CC(C)n1cnc2c(Nc3ccc(Oc4ccccc4)cc3)nc(-c3csc4ccccc34)nc21	3.3	-0.1	-4	-17
O=C(Nc1ccc(C(F)(F)F)cc1)NC1(C(=O)NCCN2CCOCC2)CCCCC1	0.4	0.0	6	1
Cc1ccc(OCC(=O)NCc2ccco2)cc1C	-0.7	0.0	9	10
